Source: PubChem
NSD2 HMT inh – blocks human histone methyltransferase NSD2; O96028; NSD2 peptide methylation, AlphaScreen, 120 min; 0.54% of 310,000 active; inhibition, % at 12.5 µM; in the data active means inhibition above about 50%
Target sequence (O96028 whole entry, looked up): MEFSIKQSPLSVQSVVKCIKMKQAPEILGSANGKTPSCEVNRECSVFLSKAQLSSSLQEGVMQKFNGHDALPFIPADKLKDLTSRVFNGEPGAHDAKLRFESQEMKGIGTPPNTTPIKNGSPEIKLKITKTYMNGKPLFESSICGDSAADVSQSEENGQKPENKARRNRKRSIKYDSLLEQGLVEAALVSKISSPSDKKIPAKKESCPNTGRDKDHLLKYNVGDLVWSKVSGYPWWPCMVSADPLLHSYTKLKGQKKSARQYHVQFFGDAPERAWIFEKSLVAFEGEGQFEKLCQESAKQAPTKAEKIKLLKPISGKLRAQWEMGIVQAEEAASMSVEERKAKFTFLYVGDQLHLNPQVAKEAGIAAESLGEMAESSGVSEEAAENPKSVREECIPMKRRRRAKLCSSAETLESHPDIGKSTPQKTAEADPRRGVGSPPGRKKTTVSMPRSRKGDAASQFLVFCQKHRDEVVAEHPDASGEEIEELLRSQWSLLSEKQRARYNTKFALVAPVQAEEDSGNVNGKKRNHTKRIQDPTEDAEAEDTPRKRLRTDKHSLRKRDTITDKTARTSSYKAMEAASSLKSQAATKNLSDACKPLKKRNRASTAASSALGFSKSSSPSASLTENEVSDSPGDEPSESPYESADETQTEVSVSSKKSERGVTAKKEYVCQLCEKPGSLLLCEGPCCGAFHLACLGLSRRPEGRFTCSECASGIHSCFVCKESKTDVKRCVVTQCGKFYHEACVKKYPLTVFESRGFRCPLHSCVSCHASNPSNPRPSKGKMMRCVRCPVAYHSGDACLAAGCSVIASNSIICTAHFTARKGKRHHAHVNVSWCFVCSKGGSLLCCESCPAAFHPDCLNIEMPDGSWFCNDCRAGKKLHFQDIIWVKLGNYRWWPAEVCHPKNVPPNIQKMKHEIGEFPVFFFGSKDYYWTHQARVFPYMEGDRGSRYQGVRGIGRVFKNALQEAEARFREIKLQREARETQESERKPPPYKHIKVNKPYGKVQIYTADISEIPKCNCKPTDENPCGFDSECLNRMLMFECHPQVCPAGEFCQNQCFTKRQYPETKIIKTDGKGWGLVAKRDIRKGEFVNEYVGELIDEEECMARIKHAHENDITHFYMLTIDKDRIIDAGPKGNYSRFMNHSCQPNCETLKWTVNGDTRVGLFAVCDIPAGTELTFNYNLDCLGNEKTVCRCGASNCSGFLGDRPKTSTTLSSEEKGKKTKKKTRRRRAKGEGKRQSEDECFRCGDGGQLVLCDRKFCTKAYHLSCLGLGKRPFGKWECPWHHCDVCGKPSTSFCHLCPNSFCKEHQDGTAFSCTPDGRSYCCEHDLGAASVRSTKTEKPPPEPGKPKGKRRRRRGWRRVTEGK
* = called active by the depositor.

SMILES	NSD2 HMT inh
CCCC(C)(C)C(=O)N1CCC1(C)C(=O)Nc1ccc(OC)c(OC)c1 (stereo not drawn)	1
NC(c1csc(NC(=O)Nc2ccc(OC(F)(F)F)cc2)n1)C1CCCCC1 (stereo not drawn)	-1
COC(=O)C1=C(C)N(Cc2ccc(C(F)(F)F)cc2)C(=NCC2CC2)NC1c1ccccc1 (stereo not drawn)	3
N#CC1C(=O)NC(=O)C(C#N)C12CCCCC2 (stereo not drawn)	-1
CC(C)[C@H]1/C(=C/C2CC2)N2C(=O)C[C@H](c3cccc(C(F)(F)F)c3)N=C2N1Cc1ccc2c(c1)OCO2	-2
CCCCN(C)C(=O)c1cn(C(C)c2ccccc2)nn1 (stereo not drawn)	17
COc1cccc(NC(=O)C2(C)CCN2Cc2ccccc2Cl)c1 (stereo not drawn)	-2
Cc1ccccc1CS(=O)(=O)Cc1ccc(C(=O)Nc2c(C)cccc2C)o1	-31
COc1ccc(NC(=O)C2(C)Cc3c(-c4cccc(NC(C)=O)c4)ccnc3O2)cc1 (stereo not drawn)	1
Cc1cc(C)cc(C(O)c2ncc(-c3ccc(F)cc3)[nH]2)c1 (stereo not drawn)	-2
CCc1nc2ccc(C(=O)N3CCN(c4ccccc4)CC3)cn2c1N(CCC(C)C)CCN(C)C	10
CC(C)(C)c1ccc(CC(=O)N2CCC2(C)C(=O)NS(=O)(=O)c2ccccc2)cc1 (stereo not drawn)	-4
Cc1noc(C)c1C(=O)N1CCC1(C)C(=O)NS(=O)(=O)c1ccccc1Cl (stereo not drawn)	-1
Cn1nc(C(C)(C)C)cc1C(=O)N1CCCC(c2cc(C(=O)NCc3ccccc3)no2)C1 (stereo not drawn)	2
CC(=O)Nc1cc(-c2ccoc2)cn2c(-c3ccccc3)cnc12	23
COC(=O)c1cc(S(=O)(=O)NCC2CCN(C(=O)C(=O)c3cc4ccccc4o3)CC2)cs1	-3
CC1(C(=O)Nc2ccc(Cl)c(Cl)c2)CCN1CCc1ccccc1 (stereo not drawn)	-4
CNc1cc(-c2ccc(CC#N)cc2)ncn1	-6
Cc1ccccc1N(CC(=O)NC(C)(C)C)C(=O)c1ccc(-c2ccccc2)[nH]1	3
CCCN(CC1CC1)C(=O)c1oc(=O)c2ccccc2c1-c1ccc(C)cc1	13
Cc1ccc(-n2c(SCC(=O)c3ccc(Br)cc3)nnc2-c2ccncc2)cc1	0
COc1cccc(C(C)(O)c2nc(-c3ccc4ccccc4c3)cs2)c1 (stereo not drawn)	1
Cc1cccc(C)c1OCc1nnc(SCC(=O)O)n1-c1c(C)cccc1C	7
COc1cc(C=CC(=O)c2ccccc2)cc(OC)c1OC	3
CC(=O)Nc1ccc(-c2ccnc3c2CC(C)(C(=O)Nc2cccc(C(F)(F)F)c2)O3)cc1 (stereo not drawn)	3
NC(=O)c1ncn2c(=O)n(CCCl)nnc12	1
O=C(C1CCN(c2ncnc3c2sc2cccc(F)c23)CC1)N1CCN(Cc2ccc(F)cc2)CC1	-4
CCOC(=O)C1(C)CCN1C(=O)c1cc2ccccc2s1 (stereo not drawn)	-3
Nc1ncc(-c2ccc(-c3ccccc3)cc2F)cc1-c1ccccc1F	-3
Cc1nc2ccc(C(=O)Nc3cccc(NS(C)(=O)=O)c3)cn2c1N(C)C(=O)CCc1ccccc1	-2
COc1cccc(C(O)c2ncc(-c3ccc(Cl)cc3)[nH]2)c1 (stereo not drawn)	3
Cc1ccc(C2NC(=O)c3[nH]nc(-c4ccccc4)c32)cc1 (stereo not drawn)	-1
COC(=O)c1cc(S(=O)(=O)N2CCCN(C(C)=O)CC2)cn1C	0
CC(=O)Nc1cnc(-c2ccccc2O)cn1	-2
C[N+]1=C2N[C@@H](c3ccccc3)CC(=O)N2/C(=C\c2ccccc2)[C@@H]1Cc1ccccc1	4
Cc1cccc(C)c1NC(=O)C1C(c2ccc3c(c2)OCO3)=Nc2ccccc2N1C(=O)c1ccccc1 (stereo not drawn)	-2

The list goes on, overlapping the part above by 3 compounds.
SMILES	NSD2 HMT inh
CC(=O)Nc1cnc(-c2ccccc2O)cn1	-2
C[N+]1=C2N[C@@H](c3ccccc3)CC(=O)N2/C(=C\c2ccccc2)[C@@H]1Cc1ccccc1	4
Cc1cccc(C)c1NC(=O)C1C(c2ccc3c(c2)OCO3)=Nc2ccccc2N1C(=O)c1ccccc1 (stereo not drawn)	-2
COc1ccccc1C(=O)N1CCN(C(=O)[C@H](CCc2ccccc2)NC(=O)[C@H]2O[C@@H](n3cnc4c(N)ncnc43)[C@H](O)[C@@H]2O)CC1	-1
COc1ccc(N2CCN(CCNC(=O)c3cccn4c(=O)c5ccc(Cl)cc5nc34)CC2)cc1	9
COCCNc1nc(NCc2cccc(OC)c2)c2sccc2n1	1
O=C(N=Nc1ccc(NOC(=O)c2ccccc2Br)cc1)c1ccccc1O	5
CCCS(=O)(=O)NC(=O)C1(C)CCN(C(=O)c2cc(F)ccc2C)C1 (stereo not drawn)	-7
COC(=O)c1cc(=O)n(Cc2ccccc2)c(=NCc2ccccc2)s1	0
COc1cc(CNCCN2CCOCC2)ccc1OCc1c(Cl)cccc1Cl	2
CCCCNC(=O)C1(C)CCCCN1C(=O)c1cccc(OC(F)(F)F)c1 (stereo not drawn)	-1
COc1cc(CNc2ncnc3c2ncn3[C@H]2CN(CCN3CCOCC3)C[C@@H](CO)O2)cc(OC)c1OC	0
O=C(NCc1cccs1)C1CCN(S(=O)(=O)c2ccc([N+](=O)[O-])cc2)CC1	-1
N#Cc1ccccc1N1CCN(S(=O)(=O)c2ccc3c(c2)CCC(=O)N3)CC1	0
Cc1ccc(S(=O)(=O)N2CC3(COC(C)(C)OC3)C[C@H]2CON2C(C)(C)CCCC2(C)C)cc1	-1
CC(C)Nc1nc(Nc2ccc(C(N)=O)cc2)c2sccc2n1	3
CCOC(=O)N(C)c1c(CC)nc2c(OCCC3CCCCC3)cccn12	2
COCc1cccc(-c2csc(C(O)c3cccc(OC)c3)n2)c1 (stereo not drawn)	-3
CC(=O)Nc1cc(-c2cccc(NS(C)(=O)=O)c2)cn2c(-c3cccc(C(C)=O)c3)cnc12	-1
Cc1nc2cc(NC(=O)C3(C)CCCN(C(C)C)C3)ccc2o1 (stereo not drawn)	-1
CS(=O)(=O)N1CCCCC1c1cc(C(=O)Nc2ccccc2Cl)no1 (stereo not drawn)	-1
Cc1ccc(CNC(=O)Cc2csc(Nc3nc(=S)[nH]c4ccccc34)n2)cc1	0
COc1cc(OC)nc(Nc2nc(C(N)CCc3ccccc3)cs2)n1 (stereo not drawn)	4
O=C(COC(=O)c1ccc(O)cc1)Nc1ccc(Cl)cc1	-1
O=c1nc2n(Cc3ccccc3)c3ccccc3cc-2c(=O)[nH]1	5
CCOC(=O)[C@H](CCc1ccccc1)N[C@@H](C)C(=O)N1Cc2cc(OC)c(OC)cc2C[C@H]1C(=O)O	-1
CCOc1ccc(-n2c(SCC(=O)Nc3cccc4ccccc34)nnc2-c2ccco2)cc1	2
CCc1nc2ccc(C(=O)Nc3ccc(OC)c(OC)c3)cn2c1N(CC)Cc1cccc(Br)c1	-1
CCCCNC(=O)C[C@@H]1C[C@@]2(C(=O)OCC)CCCC=C2N(CCC2=CCCCC2)C1=O	2
COc1cccc(-c2cc(NC=O)c3ncc(-c4ccc(OC)c(OC)c4)n3c2)c1	2
C=CCNc1ncnc2c1ncn2[C@H]1CN(Cc2ccc(F)cc2)C[C@@H](CO)O1	0
NS(=O)(=O)c1ccc(NC(=O)CSc2nnc(-c3cccs3)o2)cc1	3
CCC(=O)N1CCCC(C)(C(=O)Nc2ccc3scnc3c2)C1 (stereo not drawn)	17
Nc1sc(-c2ccccc2)cc1C(=O)N1CCN(c2ccccc2)CC1	0
Cc1cccc(CCNC(=O)c2ccc3c(c2)ncn3C2CCCCC2)c1	0
CCOC(=O)c1cccc(NC(=O)CN(C)S(=O)(=O)c2cc(OC)ccc2OC)c1	-1
Cc1ccccc1S(=O)(=O)NC(=O)C1(C)CCN1C(=O)C1(c2ccc(Cl)cc2)CCC1 (stereo not drawn)	-1
CCc1nc2ccc(C(=O)NCc3cccs3)cn2c1N(CC)CCN(C)C	1
CCOC(=O)C(=O)N(C)c1c(CC)nc2c(OCc3cccc(Cl)c3)cccn12	0

Overlap with the part before: 4 compounds, followed by the next part.
SMILES	NSD2 HMT inh
CCOC(=O)c1cccc(NC(=O)CN(C)S(=O)(=O)c2cc(OC)ccc2OC)c1	-1
Cc1ccccc1S(=O)(=O)NC(=O)C1(C)CCN1C(=O)C1(c2ccc(Cl)cc2)CCC1 (stereo not drawn)	-1
CCc1nc2ccc(C(=O)NCc3cccs3)cn2c1N(CC)CCN(C)C	1
CCOC(=O)C(=O)N(C)c1c(CC)nc2c(OCc3cccc(Cl)c3)cccn12	0
CC(=O)NC(c1ccccc1)c1nc(-c2csc3ccccc23)cs1 (stereo not drawn)	-1
COc1cc(CN2C[C@@H](CO)O[C@@H](n3cnc4c(N5CCN(c6ccccc6)CC5)ncnc43)C2)cc(OC)c1OC	3
Cc1nc2ccc(S(=O)(=O)NCC(=O)N(C)Cc3ccccc3Cl)cc2s1	14
O=C(OCc1cn(Cc2ccccc2)nn1)N1CCOCC1	-1
COc1ccc(C(=O)N2CCCCC2c2cc(C(=O)Nc3ccccc3)no2)cc1 (stereo not drawn)	-1
O=C(NCc1ccccc1)c1cc(C2COCCN2C(=O)c2ccc3c(c2)CCO3)on1 (stereo not drawn)	-4
CC(=O)c1cccc(-c2ccnc3c2CC(C(=O)NCc2ccncc2)O3)c1 (stereo not drawn)	-2
O=C(NCCc1ccccc1)c1ccc(-c2ccc(F)c(F)c2)c2ccoc12	-1
Cc1ccc(-c2cc(NC(=O)Cc3c(C)[nH]c4ccccc34)ccc2Nc2cccnc2)cc1	-2
NC(Cc1ccccc1)c1csc(Nc2ccc(C(=O)c3ccccc3)cc2)n1 (stereo not drawn)	2
COc1cccc(NC(=O)C2(C)CCN2C(=O)C2CCCCC2)c1 (stereo not drawn)	0
O=C(CSc1nc(-c2ccccc2F)nc2nc[nH]c12)Nc1c(Cl)cc(Cl)cc1Cl	-3
COc1ccc(-c2csc(C(O)c3ccc(F)cc3)n2)cc1 (stereo not drawn)	5
CC(=O)NCCNc1nc(NCc2cccs2)nc2ccsc12	-2
CC1(C(=O)Nc2ccc3nc[nH]c3c2)CCN1C(=O)C1(c2ccccc2)CC1 (stereo not drawn)	3
CCn1c(SCc2ccc(C(C)(C)C)cc2)nnc1-c1ccc(C(C)(C)C)cc1	0
COCCNc1ncnc2c1ncn2[C@H]1CN(Cc2ccncc2)C[C@@H](CO)O1	-2
Cc1ccc(C(=O)C2CCN(CC(=O)N3CCCC3)CC2)cc1	5
CC(NC(=O)C1CCN(CCOc2ccc(Cl)cc2)CC1)c1cccc2ccccc12 (stereo not drawn)	-2
O=C(NCc1cccc(C(F)(F)F)c1)c1csc([C@H]2C[C@H](O)[C@@H](CO)O2)n1	-1
COc1ccc(C(O)c2nc(-c3cnn(C)c3)cs2)cc1 (stereo not drawn)	-1
CCc1nc2c(OCC(=O)C(C)(C)C)cccn2c1N(C)C(=O)c1ccc(C)cc1	-1
COc1ccc(-c2nnc(SCC(=O)Nc3ccc(S(=O)(=O)Nc4nccs4)cc3)n2-c2ccc(OC)cc2)cc1	1
Cc1ccc2nc3sc(C(=O)N4CCN(C)CC4)cc3cc2c1	-1

Fetched one by one from the entries so far (four):
SMILES	NSD2 HMT inh
Cc1ccc(C(=O)C2CCN(CC(=O)N3CCCC3)CC2)cc1	5
CC(=O)NCCNc1nc(NCc2cccs2)nc2ccsc12	-2
CC1(C(=O)Nc2ccc3nc[nH]c3c2)CCN1C(=O)C1(c2ccccc2)CC1 (stereo not drawn)	3
CCc1nc2c(OCC(=O)C(C)(C)C)cccn2c1N(C)C(=O)c1ccc(C)cc1	-1

(cont.)
SMILES	NSD2 HMT inh
CC(=O)NC(c1ccccc1)c1nc(-c2cc3ccccc3o2)cs1 (stereo not drawn)	-1
CC1(C(=O)NS(=O)(=O)c2ccc(Cl)s2)CCN1C(=O)C1(c2ccc(Cl)cc2)CCC1 (stereo not drawn)	-5
CCOC(=O)C1C(=O)CC(C)(O)C(C(=O)OCC)C1c1ccc(Br)o1 (stereo not drawn)	5
CCc1ccc(OC2(C)CCN(Cc3ccc(SC)cc3)C2)cc1 (stereo not drawn)	2
O=C(CCn1nnc(-c2cccs2)n1)N1CCCC1	3
CCc1nc2ccc(C(=O)NCCc3ccccn3)cn2c1N(C)Cc1ccc(N(C)C)cc1	18
COc1cc(C(O)c2nc(-c3cccc4cccnc34)cs2)ccc1F (stereo not drawn)	-1
O=C(Nc1ccccc1Cl)c1cc(C2CCCN(C(=O)OCCF)C2)on1 (stereo not drawn)	2
Cc1cc(C(O)c2ncc(-c3ccc(Oc4ccccc4)cc3)[nH]2)ccc1F (stereo not drawn)	-1
CC(=O)c1ccc(Nc2nc(C(N)c3ccccc3)cs2)cc1 (stereo not drawn)	-3
CC(=NN1CCN(c2ccccn2)CC1)c1ccccc1O	-1
NC(c1csc(Nc2cc(NCc3ccco3)ncn2)n1)c1ccccc1Cl (stereo not drawn)	-1
Cc1ccc(NC(=O)c2cc3cc(OC(F)(F)F)ccc3[nH]2)cc1	-2
COc1cc2c(cc1OC)[C@@]1(c3ccccc3)CCCC[C@H]1[C@@H]2NC(=O)C(F)(F)F	32
Cc1ccccc1-c1csc(C(C)(O)c2cccnc2)n1 (stereo not drawn)	0
Cc1ccc(S(=O)(=O)Nc2cccc(C(=O)Nc3cc(C)ccn3)c2)cc1	2
Cc1ccc2c(c1)N(CCCC(=O)NCc1c(F)cccc1F)C(=O)CO2	-3
COC(CNC(=O)[C@H](Cc1ccccc1)NC1(C(=O)NC2CCCCC2)CCC1)OC	0
Cc1cccc(NC(=O)c2cccc3c2-c2ccccc2C3=O)c1C	1
Cc1ccc(-n2c(SCC(=O)c3ccc4c(c3)OCO4)nc3ccccc3c2=O)cc1	-7
CC1(C(=O)Nc2cccc(C(F)(F)F)c2)Cc2c(-c3cccc(C(F)(F)F)c3)ccnc2O1 (stereo not drawn)	-1
CCCc1nc2sc3ccccc3c(=O)c2c(=O)n1CCOC	-1

These rows are one share of the data (hit frequency here may not be typical).
